# CIT2 TOR yeast – modulators of TOR pathway CIT2-GFP in S. cerevisiae; hit rate 0.065% among 320,000; S. cerevisiae CIT2-GFP strain, flow cytometry, 3 h; 100 means same as DMSO wells; GFP response vs DMSO, % at 10 µM; AID 2029;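 active = GFP response relative to DMSO above a set limit, near the screen mean plus 3 SD, cut at about 150% in these data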;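 also: ratio of well median GFP fluorescence to mean of DMSO wells on the plate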
# VLA-4 inh – inhibition in a human VLA-4 binding assay. hit rate 0.2% among 330,000. P13612. VLA-4 expressing cells, ligand binding flow cytometry. inhibition, % (about 7 µM as worked out from the volumes in the protocol); in the data active = inhibition above about 50%
# GRK2 inh – human GRK2 inhibition via aptamer displacement. hit rate 0.59% among 330,000. bead flow cytometry, FAM-aptamer displacement from GRK2. P25098. inhibition of aptamer binding, % at 10 µM. AID 488847;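 active = inhibition of aptamer binding above 40%, roughly 3 SD of noise, on plates passing a quality check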;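 also: median bead fluorescence of bound FAM aptamer so fluorescent compounds give negative values; no value below 0 was filed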
# Target sequence (P25098 whole entry, looked up): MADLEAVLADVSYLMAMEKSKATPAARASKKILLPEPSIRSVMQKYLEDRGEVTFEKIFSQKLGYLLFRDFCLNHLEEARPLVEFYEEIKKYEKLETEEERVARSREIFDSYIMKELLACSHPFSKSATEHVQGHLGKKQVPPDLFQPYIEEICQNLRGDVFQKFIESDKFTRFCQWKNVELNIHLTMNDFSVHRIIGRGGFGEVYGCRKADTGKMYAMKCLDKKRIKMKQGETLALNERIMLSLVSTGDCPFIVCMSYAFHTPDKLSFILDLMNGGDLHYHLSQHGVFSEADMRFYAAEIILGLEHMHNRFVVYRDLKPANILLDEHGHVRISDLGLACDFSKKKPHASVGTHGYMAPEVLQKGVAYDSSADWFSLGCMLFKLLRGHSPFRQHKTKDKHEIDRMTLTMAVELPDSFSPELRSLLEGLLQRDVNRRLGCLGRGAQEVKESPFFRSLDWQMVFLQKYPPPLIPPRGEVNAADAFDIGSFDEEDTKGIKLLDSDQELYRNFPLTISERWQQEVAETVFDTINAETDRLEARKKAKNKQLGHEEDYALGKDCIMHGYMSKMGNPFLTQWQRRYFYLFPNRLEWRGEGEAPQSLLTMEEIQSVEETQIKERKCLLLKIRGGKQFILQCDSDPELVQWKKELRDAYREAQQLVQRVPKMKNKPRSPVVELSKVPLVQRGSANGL
# RPL19A-GFP yeast – modulators of TOR pathway RPL19A-GFP in S. cerevisiae; S. cerevisiae RPL19A-GFP strain, flow cytometry, 3 h; stronger effect = lower value; percent response vs DMSO, % at 10 µM; hit rate 0.3% among 330,000;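 active = percent response vs DMSO below 50%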;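 also: median channel GFP fluorescence of the barcoded RPL19A-GFP strain; ratio of sample median GFP to plate DMSO average so 100% = DMSO; lower means less RPL19A-GFP as with rapamycin TOR inhibition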
# CR mimetic SO – lowers age-related superoxide in aged yeast cells; superoxide response (% of plate mean), % at 10 µM; S. cerevisiae aged cells, superoxide DHE fluorescence; stronger effect = lower value; AID 2690; hit rate 0.18% among 330,000;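 active = superoxide response under a set limit, about three screen SD below normal, cut at about 65% in these data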;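 also: yeast aged for seven days with compound at 30 °C before DHE staining; 100% = average MFI of all compound-treated wells on the plate with controls excluded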
# MEP2 TOR yeast – alters MEP2-GFP fluorescence in TOR pathway yeast screen | GFP response vs DMSO, % at 10 µM | S. cerevisiae MEP2-GFP strain, flow cytometry GFP, 3 h; 100% = DMSO control level | hit rate 0.51% among 330,000;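 active = GFP response versus DMSO above a set limit, roughly screen mean plus 3 SD, cut at about 180% in these data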;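 also: median GFP fluorescence of the barcode-gated MEP2-GFP cells per well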
# AGP1 TOR yeast – modulators of TOR pathway AGP1-GFP in S. cerevisiae; S. cerevisiae AGP1-GFP multiplex flow cytometry, 3 h; GFP as percent of DMSO wells; GFP response vs DMSO, % at 10 µM; hit rate 0.02% among 320,000;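 active = GFP response relative to DMSO above a set limit, near screen average plus 3 SD, cut at about 150% in these data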;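 also: median GFP channel fluorescence of the gated AGP1 strain per well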
# LAP4 TOR yeast – yeast TOR pathway LAP4-GFP modulation | S. cerevisiae LAP4-GFP multiplex, flow cytometry GFP, 3 h; median GFP as percent of DMSO wells | GFP response vs DMSO, % at 10 µM | hit rate 0.34% among 320,000 | AID 2023;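 active = GFP response vs DMSO above a set limit, about the screen mean plus 3 SD, cut at about 150% in these data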
# * marks the source's active call; other numbers are inactive results; . = not tested or not shown.
# Values run as follows: CR mimetic SO, RPL19A-GFP yeast, CIT2 TOR yeast, VLA-4 inh, GRK2 inh, AGP1 TOR yeast, MEP2 TOR yeast, LAP4 TOR yeast
- COc1ccccc1OCC(=O)NCC1CCCN(Cc2cnn(C(C)C)c2)C1 (stereo not drawn)
  96, 99, 98, 0, 1, 101, 98, 109
- Cc1nc(Cl)sc1C(=O)Nc1ccccc1Cl
  103, 104, 104, 4, 1, 95, 115, 86
- Cn1c(SCC(=O)C(C)(C)C)nnc1-c1ccncc1
  103, 97, 96, -6, 0, 101, 105, 106
- O=C(CN1C(=O)CCC1=O)NNc1ccc2ccccc2c1
  135, 103, 100, 12, 2, 103, 97, 98
- CSCCC(NC(=O)c1cccc(C)c1)C(=O)Nc1sccc1C(N)=O (stereo not drawn)
  112, 97, 101, -8, 1, 99, 97, 110
- N/C(=N\OC(=O)COc1ccc(Br)cc1)c1ccncc1
  100, 105, 95, 13, 0, 97, 104, 95
- Cc1ccc(C)c(Nc2nc3ccccc3n3cnnc23)c1
  99, 102, 96, -9, 5, 89, 105, 94
- Cc1ncc(CO)c2c1Oc1nc(-c3ccccc3)nc(SCC(=O)N3CCCCC3)c1C2
  138, 103, 103, 0, 0, 103, 105, 101
- Oc1c(C=C2N=c3ccccc3=N2)sc(=S)n1C1CCCC1
  103, 98, 95, 7, 28, 91, 110, 96
- COc1cc(S(=O)(=O)NC2CCCC2)ccc1-n1cnnn1
  97, 99, 102, 5, 5, 103, 104, 99
- O=C1c2ccccc2NC(c2ccc(F)cc2)N1Cc1ccco1 (stereo not drawn)
  94, 101, 99, 0, 0, ., 106, 113
- COc1ccc(/C=N/NC(=O)C[n+]2ccccc2)c(OC)c1OC
  101, 89, 96, -22, 0, 96, 91, 91
- CCOc1cc(/C=C2/NC(=O)N(CC(=O)Nc3cccc(C)c3)C2=O)ccc1OC
  110, 89, 91, 15, 0, 88, 97, 90
- NNC(=O)CNc1ccccc1Cl
  109, 99, 96, 21, 7, 99, 102, 94
- CCC1=C(OC(=O)N(CC)CC)N2C(=O)OC(=NCC(=O)OC)[C@]2(C)[C@H]2C1=CC[C@H]1C(=O)N(C)C(=O)[C@H]12
  95, 97, 117, 11, 0, 80, 95, 134
- Cc1c(N=Cc2cc3c(cc2[N+](=O)[O-])OCO3)cccc1[N+](=O)[O-]
  90, 96, 104, 13, 1, 95, 100, 105
- COc1ccccc1NC(=O)/C(=C\c1cccnc1)NC(=O)c1ccc(C)cc1
  104, 101, 103, -9, 1, 103, 103, 102
- CC(=O)N(C)c1nc(-c2ccc(Cl)cc2)cs1
  86, 94, 92, -2, 2, 97, 94, 99
- O=C(CSc1nnc(CNc2ccc(F)cc2)o1)N1c2ccccc2Sc2ccccc21
  86, 93, 95, 17, 2, 92, 95, 96
- O=C(c1ccccc1)N1CCSC1=S
  98, 94, 92, -1, 1, 88, 93, 103
- CC(=O)Nc1ccc(N=Cc2c(O)c3ccccc3oc2=O)cc1
  94, 104, 94, 25, 6, 94, 108, 101
- COc1cc(OC)cc(C(=O)NNC(=O)CNC(=O)c2cccs2)c1
  102, 90, 87, 13, 3, 94, 98, 96
- CCOC(=O)C1=C(C)NC(=O)NC1c1cccc(OC)c1OCc1ccccc1Cl (stereo not drawn)
  112, 108, 108, 12, 0, 115, 114, 120
- O=C(CC1(C(=O)O)CCCC1)N1CCOCC1
  77, 108, 114, 24, 0, 117, 106, 104
- COc1ccc(N2CCN(C(=O)c3ccc(C)cc3)CC2)c([N+](=O)[O-])c1
  116, 95, 86, -12, 3, 94, 91, 97
- O=C(Nc1ccc(-c2nc3ccccc3o2)cc1)c1cc(-n2cnnc2)ccc1Cl
  88, 106, 92, -22, 1, 109, 110, 106
- O=C(CN1CCN(c2ccccn2)CC1)N1CCc2ccccc21
  90, 105, 108, 0, 0, 101, 103, 92
- CCC(O)(CC)C(=O)N(Nc1ccc(C)cc1)c1ccc(C)cc1
  78, 93, 98, 5, 1, 101, 97, .
- Cc1cc(C)c(NC(=O)C2CCCN2C)c(C)c1 (stereo not drawn)
  99, 103, 100, 26, 0, 105, 103, 102
- COc1ccc(/C=N/N=C2/NC(=O)C(CC(=O)O)S2)cc1OS(=O)(=O)c1ccccc1 (stereo not drawn)
  98, 98, 100, -5, 6, 107, 104, 104

# Additional compounds.
# Values run as follows: CR mimetic SO, RPL19A-GFP yeast, CIT2 TOR yeast, VLA-4 inh, GRK2 inh, AGP1 TOR yeast, MEP2 TOR yeast, LAP4 TOR yeast
- O=C(CN(Cc1ccccc1)C(=O)c1csnn1)NCc1ccc2c(c1)OCO2
  120, 97, 93, -4, 0, 95, 95, 94
- Cc1cc(-c2ccc(C)c(S(=O)(=O)Nc3cccc(CN4CCCC4)c3)c2)on1
  91, 102, 106, 5, 27, 98, 122, 99
- O=C(NC(=S)NCC1CCCO1)c1ccccc1[N+](=O)[O-] (stereo not drawn)
  108, 97, 95, 8, 0, 101, 96, 100
- O=C(/C=C/c1cccs1)N1CCC2(CC1)Oc1ccc(Cl)cc1C(=O)C21CC(c2ccccc2)=NO1 (stereo not drawn)
  104, 95, 117, 3, 0, 94, 95, 133
- O=C(COc1ccc(-c2ccccc2)cc1)N/N=C/c1cc(O)ccc1Br
  106, 100, 103, 5, 2, 105, 102, 102
- Cc1cc([N+](=O)[O-])nn1CCCC(=O)NC1CCCCC1
  95, 98, 97, -1, 0, 109, 102, 104
- Cc1ccc(N2CC(C(=O)Nc3ccccc3C(=O)N3CCOCC3)CC2=O)cc1 (stereo not drawn)
  114, 102, 103, 9, 5, 102, 107, 102
- Cc1nc2sc(C(c3ccc(F)cc3)N3CCOCC3)c(O)n2n1 (stereo not drawn)
  103, 98, 96, 20, 0, 96, 103, 98
- CC1CCCN(c2nc3c(c(=O)[nH]c(=O)n3C)n2CCSc2nc3ccccc3o2)C1 (stereo not drawn)
  91, 102, 102, -2, 0, 100, 102, 105
- CCCCc1cc(=O)oc2cc(O)ccc12
  103, 103, 108, 26, 0, 106, 111, 110
- COC(=O)c1cn(C(=O)c2ccc(F)cc2)c2ccccc12
  108, 105, 104, 5, 0, 96, 105, 88
- O=C(Nc1cccc(-c2nn[nH]n2)c1)c1ccc(Cl)s1
  114, 104, 102, -2, 0, 103, 95, 91
- Cc1cccc2nc(CNC(=O)CC3C(=O)NCCN3Cc3cccc(F)c3)cn12 (stereo not drawn)
  95, 104, 99, -7, 0, 99, 98, 91
- COc1ccc(C2c3[nH]c4ccccc4c3C[C@H]3C(=O)N(c4ccccc4C(=O)N4CCC[C@H]4C(=O)O)C(=O)N23)cc1 (stereo partly drawn)
  85, 99, 105, 7, 3, 102, 106, 107
- CCOC(=O)n1c(O)c(N=NC(N)=S)c2cc(C)ccc21
  99, 96, 94, 12, 0, 99, 91, 100
- Cc1ccc2c(c1)N(CC(=O)N1CCCC1)C(=O)c1cccnc1O2
  113, 103, 100, 25, 0, 94, 106, 104
- Cc1ccc(OCC(=O)Nc2ccc(S(=O)(=O)N3CCOCC3)cc2)c(Br)c1
  108, 106, 97, 5, 1, 98, 101, 94
- Cc1ccccc1NC(=O)c1ccc2c(c1)C(=O)N(CC(C)C)C2=O
  108, 101, 96, 11, 0, 95, 109, 94
- Cc1ccc(Cl)cc1NC(=O)COC(=O)c1ccc(CN2CCCC2=O)cc1
  89, 101, 100, 8, 0, 96, 93, 89
- Cc1cc(=O)[nH]c2c3ccccc3nn12
  80, 99, 103, 33, 0, 102, 108, 90
- CCN(C(=O)COC(=O)c1ccccc1Nc1cccc(C)c1C)C1CCS(=O)(=O)C1 (stereo not drawn)
  98, 95, 101, -14, 1, 106, 107, 100
- CCOc1ccc2nc(N/C(N)=N/C(=S)Nc3cccc(C)c3)nc(C)c2c1
  93, 94, 93, 5, 0, 94, 93, 97
- CCOc1ccc(S(=O)(=O)/N=C(/Nc2ccc(C)c(S(=O)(=O)N3CCOCC3)c2)c2ccccc2)cc1
  88, 103, 117, 5, 4, 107, 104, 106
- COc1ccc(C2C(C(=O)N3CCN(C)CC3)c3ccccc3C(=O)N2C2CCCCC2)cc1 (stereo not drawn)
  96, 90, 84, -1, 1, 88, 87, .

# Structural class, the entries above with an aryl methoxy group.
# Values run as follows: CR mimetic SO, RPL19A-GFP yeast, CIT2 TOR yeast, VLA-4 inh, GRK2 inh, AGP1 TOR yeast, MEP2 TOR yeast, LAP4 TOR yeast
- COc1ccccc1OCC(=O)NCC1CCCN(Cc2cnn(C(C)C)c2)C1 (stereo not drawn)
  96, 99, 98, 0, 1, 101, 98, 109
- COc1cc(S(=O)(=O)NC2CCCC2)ccc1-n1cnnn1
  97, 99, 102, 5, 5, 103, 104, 99
- COc1ccc(/C=N/NC(=O)C[n+]2ccccc2)c(OC)c1OC
  101, 89, 96, -22, 0, 96, 91, 91
- CCOc1cc(/C=C2/NC(=O)N(CC(=O)Nc3cccc(C)c3)C2=O)ccc1OC
  110, 89, 91, 15, 0, 88, 97, 90
- COc1ccccc1NC(=O)/C(=C\c1cccnc1)NC(=O)c1ccc(C)cc1
  104, 101, 103, -9, 1, 103, 103, 102
- COc1cc(OC)cc(C(=O)NNC(=O)CNC(=O)c2cccs2)c1
  102, 90, 87, 13, 3, 94, 98, 96
- CCOC(=O)C1=C(C)NC(=O)NC1c1cccc(OC)c1OCc1ccccc1Cl (stereo not drawn)
  112, 108, 108, 12, 0, 115, 114, 120
- COc1ccc(N2CCN(C(=O)c3ccc(C)cc3)CC2)c([N+](=O)[O-])c1
  116, 95, 86, -12, 3, 94, 91, 97
- COc1ccc(/C=N/N=C2/NC(=O)C(CC(=O)O)S2)cc1OS(=O)(=O)c1ccccc1 (stereo not drawn)
  98, 98, 100, -5, 6, 107, 104, 104
- COc1ccc(C2c3[nH]c4ccccc4c3C[C@H]3C(=O)N(c4ccccc4C(=O)N4CCC[C@H]4C(=O)O)C(=O)N23)cc1 (stereo partly drawn)
  85, 99, 105, 7, 3, 102, 106, 107
- COc1ccc(C2C(C(=O)N3CCN(C)CC3)c3ccccc3C(=O)N2C2CCCCC2)cc1 (stereo not drawn)
  96, 90, 84, -1, 1, 88, 87, .

# Entries of single compounds as entered above. Order of screens: CR mimetic SO, RPL19A-GFP yeast, CIT2 TOR yeast, VLA-4 inh, GRK2 inh, AGP1 TOR yeast, MEP2 TOR yeast, LAP4 TOR yeast
# COC(=O)c1cn(C(=O)c2ccc(F)cc2)c2ccccc12 reads 108, 105, 104, 5, 0, 96, 105, 88
# O=C(/C=C/c1cccs1)N1CCC2(CC1)Oc1ccc(Cl)cc1C(=O)C21CC(c2ccccc2)=NO1 (stereo not drawn) reads 104, 95, 117, 3, 0, 94, 95, 133
